TCR CD3 inh – blocks the human TCR-CD3 interaction; TAMRA-labeled TCR probe fluorescence, biochemical; inhibition, % at 9.4 µM; 360,000 compounds, 0.37% hits; in the data active = inhibition above about 19%;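 note: recombinant mutant TCR 2C K166C tagged with TAMRA read by polarization; 0% = receptor in buffer alone and 100% = receptor with positive control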
PG9 binder – binds the HIV-1 gp120 antibody PG9 | TR-FRET gp120-PG9 antibody binding | inhibition, % at 6.7 µM | 360,000 compounds, 0.43% hits; in the data active = inhibition above about 8.5%
TDP2 inh – TDP2 (human) inhibition, absorbance primary screen. inhibition, % at 12.8 µM. 370,000 compounds, 0.34% hits. AID 720702. O95551. recombinant TDP2, T5PNP hydrolysis, p-nitrophenol absorbance 415 nm;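 active = inhibition above the mean of all tested compounds plus 3 SD, set per campaign, cut at about 25% in these data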;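 note: 0% = DMSO with enzyme and 100% = buffer with substrate but no TDP2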
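Test system: Human TDP2 enzyme | Reagent: 5 mM T5PNP | Compound dosing: 12.8 µM single point, 1% DMSO | Incubation: Enzyme reaction with compound for 2 h at 37 °C | Technique: p-Nitrophenol epi absorbance | Read-out: % inhibition relative to enzyme-containing and enzyme-free wells | Benchmarks: High control without enzyme, low control DMSO plus TDP2 | Replicates: Singlicate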
HTRA1 inhibitor – HTRA1 (human) protease inhibition | Q92743 | recombinant HTRA1, FP-rhodamine activity-based probe, fluorescence polarization | inhibition, % at 5.96 µM | 340,000 compounds, 0.5% hits | AID 504803; in the data active = inhibition above about 36%;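 note: 0% = enzyme with DMSO and 100% = wells lacking enzyme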
PRMT1 inh – blocks human protein arginine methyltransferase 1. Q99873. recombinant PRMT1, activity-based probe fluorescence polarization. inhibition, % at 2.79 µM. 370,000 compounds, 1.3% hits;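 active = inhibition above about 21% made by adding two undisclosed values, limit read from the data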
Target sequence (Q99873 whole entry, looked up): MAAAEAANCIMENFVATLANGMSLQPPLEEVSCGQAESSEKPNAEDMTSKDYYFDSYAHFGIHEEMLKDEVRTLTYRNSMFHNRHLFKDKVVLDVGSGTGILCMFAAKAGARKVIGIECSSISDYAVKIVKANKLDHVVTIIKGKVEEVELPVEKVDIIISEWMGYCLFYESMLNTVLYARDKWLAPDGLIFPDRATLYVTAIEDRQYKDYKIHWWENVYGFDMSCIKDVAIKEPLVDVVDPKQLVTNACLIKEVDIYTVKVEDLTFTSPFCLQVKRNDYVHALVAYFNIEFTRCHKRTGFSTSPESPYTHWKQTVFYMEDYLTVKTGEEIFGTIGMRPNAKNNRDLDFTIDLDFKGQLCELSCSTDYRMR
NR1D1 modulator – modulates human Rev-erb alpha binding to DNA; P20393; Rev-erbα–FITC-DNA binding, fluorescence polarization, 90 min; activity, % at 10 µM; 370,000 compounds, 0.79% hits;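 active = activity above about 14%, limit read from the data; passing the limit was not always enough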;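 note: 0% = DMSO wells with 35 nM protein and 100% = DMSO wells with 750 nM protein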
Target sequence (P20393 whole entry, looked up): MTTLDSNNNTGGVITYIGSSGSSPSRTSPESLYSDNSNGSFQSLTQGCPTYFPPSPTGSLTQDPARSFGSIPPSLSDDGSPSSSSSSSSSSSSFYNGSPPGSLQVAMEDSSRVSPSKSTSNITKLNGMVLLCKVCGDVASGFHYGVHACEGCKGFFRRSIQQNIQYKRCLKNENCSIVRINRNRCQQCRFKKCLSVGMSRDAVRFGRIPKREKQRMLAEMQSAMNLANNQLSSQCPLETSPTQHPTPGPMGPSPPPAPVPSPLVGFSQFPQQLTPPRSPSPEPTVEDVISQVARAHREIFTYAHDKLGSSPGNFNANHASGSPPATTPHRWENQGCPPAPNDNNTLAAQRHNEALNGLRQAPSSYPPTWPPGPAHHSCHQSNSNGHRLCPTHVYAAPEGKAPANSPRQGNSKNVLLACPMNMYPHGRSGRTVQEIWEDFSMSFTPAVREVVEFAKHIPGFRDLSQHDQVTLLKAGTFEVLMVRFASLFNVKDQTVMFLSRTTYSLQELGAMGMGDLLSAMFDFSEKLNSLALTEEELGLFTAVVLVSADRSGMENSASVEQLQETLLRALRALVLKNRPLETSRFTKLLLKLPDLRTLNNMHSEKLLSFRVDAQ
LEDGF integ inh – blocks HIV-1 LEDGF/p75-dependent DNA integration; TR-FRET IN-LEDGF/p75 DNA integration, Eu/Cy5; 370,000 compounds, 0.64% hits; AID 743269; inhibition, % at 3.7 µM;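 active = inhibition above the screen-wide mean plus 3 SD, cut at about 13% in these data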;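 note: signal is the Cy5 over europium emission ratio at 671 and 618 nm; 0% = plate median of compound wells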
SIAE inh – human SIAE inhibition, primary screen. 370,000 compounds, 0.69% hits. inhibition, % at 9.66 µM. SIAE FP-Rh probe binding, fluorescence polarization. Q9HAT2;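 active = inhibition above a cutoff: mean of compounds within the control limits plus 3 SD of those, cut at about 17% in these data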;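 note: 0% = plate median of compound wells and 100% = probe without SIAE protein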
ABHD4 inh – inhibits mouse alpha/beta hydrolase domain 4 | Q8VD66 | purified mABHD4, FP-Rh probe fluorescence polarization | AID 720543 | 370,000 compounds, 0.54% hits | inhibition, % at 8.92 µM;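 active = inhibition exceeding the mean over every tested compound plus 3 SD, cut at about 30% in these data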;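 note: 0% = plate median of compound wells and 100% = S159A mutant with DMSO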
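Assay system: Wild-type mouse ABHD4 protein | Medium: HEPES pH 7.0 buffer, 150 mM NaCl, 0.01% Pluronic F-127 | Incubation: Enzyme–compound pre-incubation 45 min, then probe 60 min, both 25 °C | Technique: Fluorescence polarization with parallel and perpendicular emission, 525/598 nm | Evaluation: % inhibition of FP-Rh probe binding versus controls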
rCAG binder – molecules binding r(CAG) RNA repeats. 370,000 compounds, 1.3% hits. inhibition, % at 3 µM. AID 651821. r(CAG) RNA repeat, TO-PRO-1 dye displacement fluorescence;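 active = inhibition above the plate cutoff, the mean of all test compounds on that plate plus 3 SD, cut at about 35% in these data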;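 note: 0% = DMSO alone and 100% = 100 µM mitoxantrone as full dye displacement; higher means more dye released from RNA so lower well fluorescence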
Active calls of the source: *; / = no result given.

SMILES	TCR CD3 inh	PG9 binder	TDP2 inh	HTRA1 inhibitor	PRMT1 inh	NR1D1 modulator	LEDGF integ inh	SIAE inh	ABHD4 inh	rCAG binder
CCOCCOC(=O)c1[nH]c2c(c1C)C(=O)CC(c1ccc(N(C)C)cc1)C2 (configuration not stated)	3.7	-1.5	7.3	-2.4	-1.2	1.0	1.6	1.6	-18.4	-0.4
Cc1nccn1Cc1ccccc1	-5.5	-0.4	-3.7	9.4	-3.8	0.8	3.2	0.5	-4.9	2.5
O=C(NC1CCCCC1)C1CCN(S(=O)(=O)N2CCOCC2)CC1	-2.9	1.0	6.2	5.5	2.5	-1.2	-0.3	0.2	11.6	-1.4
Cn1c(=O)cc(OCCCC(=O)NCCN2CCN(c3ccccc3F)CC2)c2ccccc21	-4.0	3.0	2.6	2.2	0.7	-5.0	-1.1	10.1	11.7	-0.1
COc1ccc(/C=N/NC(=O)c2cccc([N+](=O)[O-])c2)cc1OC(=O)c1ccc(C)cc1	7.8	0.5	-6.4	-40.8	-5.5	0.0	0.8	-51.7	6.7	12.5
O=S(=O)(c1ccccc1F)N1CCN(Cc2cc3c(cc2O)OCO3)CC1	0.5	1.6	6.3	6.0	25.2*	-10.1	-3.2	5.2	5.8	2.3
CCCCNC(=O)c1cc([N+](=O)[O-])[nH]n1	1.5	-2.2	-6.4	-1.3	-0.2	3.0	2.0	2.3	0.1	2.5
CC(=O)c1ccc(N2CCN(S(=O)(=O)c3cccc(S(=O)(=O)N4CCOCC4)c3)CC2)cc1	1.4	16.2*	-0.9	3.0	-0.3	14.1	3.2	-3.6	7.0	-1.6
COC(CNC(=O)CN1CCN(Cc2ccccc2F)C1=O)OC	-2.3	0.4	1.5	4.3	-3.1	0.3	1.8	5.9	2.4	0.4
O=C(COc1ccccc1)Nc1nnc(C23CC4CC(CC(C4)C2)C3)s1	0.2	0.0	1.7	-4.5	-2.2	-2.2	0.1	5.0	-9.4	2.6
COc1ccc(NC(=S)Nc2ccccn2)c(OC)c1	-4.6	1.7	-7.2	1.9	5.9	2.0	-0.7	-1.1	6.6	2.9
COc1ccccc1N1CCN(/N=C/c2ccccc2C(=O)O)CC1	6.9	1.9	-3.9	2.2	-6.4	2.1	5.6	1.9	-4.2	0.1
Cc1cccc(NC(=O)CSc2ccc(-c3cccs3)nn2)c1C	10.0	3.1	5.0	-7.8	0.7	14.2	0.8	-1.3	-4.3	-1.2
CCN(Cc1nc(-c2cccc(Cl)c2)no1)CC1CCCO1 (configuration not stated)	-2.1	-0.4	-5.4	3.1	4.4	2.8	-7.5	-2.4	2.5	-6.3
O=C(CN1C(=O)C2CC=CCC2C1=O)NCC(=O)Nc1ccc(F)c(F)c1 (configuration not stated)	-1.0	-1.8	-1.2	3.2	0.6	-2.0	-1.1	2.1	5.4	-0.7
O=C(NCC(=O)N1CCN(Cc2c(F)cccc2Cl)CC1)c1cccs1	-5.6	0.0	2.2	1.9	4.6	8.0	0.4	-1.1	-7.6	0.4
O=S(=O)(Nc1ccc2c(c1)OCO2)c1cccc(Br)c1	-0.4	-1.8	-13.3	-0.4	0.2	-6.1	10.2	10.2	-6.6	3.0
COc1ccc(NC(=O)N(CCCN2CCOCC2)Cc2cccnc2)c(OC)c1	0.9	0.5	-7.8	2.7	-4.4	-4.7	-1.8	5.2	0.3	0.6
CCCC(C(=O)NC(C)(C)CC)N(Cc1ccco1)C(=O)CNS(=O)(=O)c1ccccc1 (configuration not stated)	-1.4	0.2	1.1	-3.9	-0.5	9.9	-2.1	-1.2	-6.4	-5.9
COC(=O)c1c(NC(=O)CCS(=O)(=O)c2ccccc2)sc2c1CCN(C)C2	5.1	1.9	-4.3	-0.5	1.0	0.3	1.7	-3.0	1.9	-0.4
O=C(C(=O)N1CCN(C(=O)C2CCCC2)CC1)c1cccc(C(F)(F)F)c1	4.8	-0.6	-4.4	/	-8.4	-5.1	1.8	5.3	1.8	1.4
COC(=O)c1ccccc1NC(=O)CSc1n[nH]c(-c2ccco2)n1	-3.0	-0.2	0.0	2.8	3.1	0.3	-2.6	-1.7	3.1	4.4
Cc1cc(C)c(-c2csc(NC(=O)/C=C/c3cccs3)n2)c(C)c1	-6.6	-1.0	9.5	-25.1	0.3	-0.1	-3.6	-30.1	-12.9	8.5
COCCNC(=O)CSc1nnc(-c2ccccc2)c(-c2ccccc2)n1	-4.1	-0.9	17.6	-0.6	-1.8	-2.2	1.1	-0.3	3.2	-0.7
C=C(c1ccccc1O)n1ccnc1	-4.0	1.3	-9.4	-3.8	6.5	-1.4	-7.2	-7.4	-1.7	0.1

3 of the compounds above, bar-delimited.
SMILES | TCR CD3 inh | PG9 binder | TDP2 inh | HTRA1 inhibitor | PRMT1 inh | NR1D1 modulator | LEDGF integ inh | SIAE inh | ABHD4 inh | rCAG binder
CCN(Cc1nc(-c2cccc(Cl)c2)no1)CC1CCCO1 (configuration not stated) | -2.1 | -0.4 | -5.4 | 3.1 | 4.4 | 2.8 | -7.5 | -2.4 | 2.5 | -6.3
O=C(CN1C(=O)C2CC=CCC2C1=O)NCC(=O)Nc1ccc(F)c(F)c1 (configuration not stated) | -1.0 | -1.8 | -1.2 | 3.2 | 0.6 | -2.0 | -1.1 | 2.1 | 5.4 | -0.7
O=C(NCC(=O)N1CCN(Cc2c(F)cccc2Cl)CC1)c1cccs1 | -5.6 | 0.0 | 2.2 | 1.9 | 4.6 | 8.0 | 0.4 | -1.1 | -7.6 | 0.4

Additional entries follow.
SMILES	TCR CD3 inh	PG9 binder	TDP2 inh	HTRA1 inhibitor	PRMT1 inh	NR1D1 modulator	LEDGF integ inh	SIAE inh	ABHD4 inh	rCAG binder
O=C(COC(=O)c1nc(Cl)ccc1Cl)Nc1ccc2[nH]c(=O)[nH]c2c1	8.3	0.6	12.1	3.3	-0.7	-4.8	-1.5	0.0	3.8	4.0
CN(C)C(CNC(=O)c1ccc(S(=O)(=O)Nc2ccccc2)cc1)c1ccco1 (configuration not stated)	-0.3	-2.3	-4.3	1.4	0.4	-2.5	2.3	-0.5	1.4	-0.2
Cc1cc(NC(=O)CSc2nc3c(cnn3-c3cccc(Cl)c3)c(=O)[nH]2)no1	2.2	-0.8	-6.8	-15.7	-1.3	0.4	-2.8	-8.2	-0.1	12.4
CC(C)(C)c1csc(NC(=O)c2ccc(Br)o2)n1	-2.7	1.2	-15.5	-10.0	-1.5	-4.0	0.7	-6.2	1.1	-2.4
CC(O)(C#CCN1CCCC1)c1ccccc1 (configuration not stated)	1.8	0.2	-11.3	4.6	4.4	3.9	-4.0	-3.8	-2.3	-2.5
Cc1nc(NCCc2ccccc2F)c(C#N)c(C)c1[N+](=O)[O-]	1.0	-0.6	11.9	-14.8	1.6	2.9	2.2	3.3	-3.0	0.4
CN(CC(=O)Nc1ccc(Cl)cc1)C(=O)CNC(=O)c1ccc2c(c1)OCO2	-4.7	-0.7	-13.1	-1.3	1.1	-6.5	-4.8	5.3	-7.3	1.4
O=C(O)c1ccccc1Nc1ccc2nonc2c1[N+](=O)[O-]	-2.3	-3.1	-2.7	1.0	-2.7	5.8	4.0	-2.7	-4.0	-1.3
COc1ccccc1CNC(=O)COC(=O)CSc1ccc(C)c(C)c1	-1.0	-0.7	0.7	8.6	0.1	-4.9	-1.6	2.9	3.4	-10.8
C#CCOCCOCCOCCNc1nc(N2CCOCC2)nc(N2CCN(C(=O)[C@H](CCC(=O)O)n3cc(C(N)CO)nn3)CC2)n1 (some centres not stated)	/	/	-1.3	/	3.8	0.3	1.1	-1.6	-1.4	/
NC(=NCCc1ccccc1)NC(=O)c1cc(Cl)ccc1O	3.7	-0.2	-1.1	1.2	-1.0	2.7	-2.5	1.4	0.7	13.3
COc1ccc(NC(=O)CCCCn2c(=O)[nH]c3ccccc3c2=O)cc1	5.5	-1.6	6.7	4.9	1.2	0.6	0.6	-2.1	-4.1	-4.3
COC(=O)C(C(=O)Nc1ccccc1C)C1CCCCCC1 (configuration not stated)	-3.2	-2.8	5.0	/	0.5	1.4	-1.4	-4.0	-3.2	-2.8
Brc1ccc(-c2csc3ncnc(-n4nnc5ccccc54)c23)cc1	6.2	1.6	-4.7	-5.8	1.3	7.1	-1.4	-8.9	-2.5	-2.1
Cc1cc(C)cc(N(CC(=O)NC(C)(C)C)C(=O)CCC(=O)Nc2nccs2)c1	-6.7	-1.7	-5.7	-2.1	-2.5	0.0	4.3	-0.1	-0.9	-10.8
CC1(C(=O)Nc2cnc3ccccc3c2)CCN1C(=O)c1ccccc1CCc1ccccc1 (configuration not stated)	1.9	-0.8	-9.5	/	-0.6	-2.8	-2.7	-3.9	-10.2	1.1
COc1cc(-c2noc(C)c2C#Cc2ccsc2)cc(OC)c1OC	2.9	-1.6	-8.4	-37.5	1.5	0.8	-2.5	1.1	-8.8	4.2
CCc1nc2ccc(C(=O)N3CCN(S(=O)(=O)CC)CC3)cn2c1N(C)C(=O)C1CCCCC1	-4.6	-2.3	-11.7	/	1.7	1.2	3.7	0.0	-7.3	-2.4
CC1=C(C(=O)OCc2ccccc2)C(c2ccc(N(C)C)cc2)NC(=O)N1 (configuration not stated)	-4.2	-1.4	0.7	2.4	0.7	3.2	-4.3	2.6	5.4	-3.5
CCSc1c(-c2ccccc2)nc2c(C)cccc2c1C(=O)O	8.5	0.1	0.9	2.9	1.6	0.3	-3.0	3.0	2.6	6.4
COc1cc(OC)c2c3c(c(C4CCCCC4)nc2c1)CCC3	3.8	0.6	4.6	-7.5	-3.7	5.7	-0.4	1.5	4.8	3.0
OC1(c2cccc(C(F)(F)F)c2)CCN(c2ncnc3c2[nH]c2ccc(F)cc23)CC1	1.0	0.1	-6.6	-39.4	-1.9	0.8	-0.1	-1.5	17.6	2.4
Cc1nc(N)nc(N)c1-c1ccc(Cl)c(Cl)c1	11.9	1.2	-1.7	2.9	1.0	-3.7	0.1	2.9	1.0	0.0
COc1ccc(NC(=O)CCC(=O)N2CCCC2)c([N+](=O)[O-])c1	-2.5	0.7	-10.1	4.3	-1.3	6.4	-0.4	-2.7	5.5	-5.1
NC(=O)[C@@H]1CCCN1Cc1nc(Cc2ccccc2F)no1	-3.9	1.4	-0.2	9.2	-3.4	1.1	-0.2	-2.9	-1.9	-2.2
O=S1(=O)CC(N2CCCC2)CN1Cc1cn(Cc2ccc(Cl)cc2)nn1 (configuration not stated)	-0.7	0.4	5.1	/	4.7	0.7	-0.7	3.6	-5.4	0.5
COc1cc(C(NC=O)C(=O)Nc2c(C)cccc2C)ccc1O (configuration not stated)	-0.2	0.3	-9.7	-0.7	1.9	-2.6	-6.5	1.5	-1.0	1.2
CCCCNC(=O)[C@H]1C[C@H]1[C@@H](O)[C@H](CO)NC(=O)[C@H](COCc1ccccc1)NC(=O)OC(C)(C)C	-3.8	0.4	-9.3	-1.9	0.2	-3.7	0.6	2.4	2.1	-12.1
CCCCn1c2nc3ccccc3nc2c2c(=O)n(-c3ccccc3)cnc21	-2.9	0.3	-3.5	1.2	2.4	-2.2	-0.7	-4.7	-1.9	2.1

Not all compounds are listed; the hit share may differ from the screen's.
